OX1R antag-1: OX1R (HCRTR1) antagonists, primary screen, fluorescence, CHO/OX1R cells, Fluo-8 calcium, orexin A. Orexin/Hypocretin receptor type 1 (Homo sapiens), O43613. Fluo-8 calcium fluorescence. inhibition, % at 5 µM. 0.43% of 330,000 active. AID 434989, 2010;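 active = inhibition above its plate's threshold, mean inhibition of all tested compounds on the plate plus 3 SD, cut at about 37% in these data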;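 also: 0% = orexin A challenge wells and 100% = SB-334867-A antagonist wells; not every result past the cut was called active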
OX1R antag-2: antagonists of human orexin 1 receptor (OX1R); Orexin/Hypocretin receptor type 1 (Homo sapiens), O43613; OX1R-expressing cells, FRET antagonist read-out; inhibition, % at 6.6 µM; 1.8% of 330,000 active; AID 485270, 2010; in the data active = inhibition mostly above about 38%, no sharp cut-off; inactive = mostly below about 40%;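 also: 0% = agonist challenge alone and 100% = reference antagonist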
CHT PAM: CHT positive allosteric modulators, primary screen, cell-based, membrane potential dye, choline EC20; High affinity choline transporter 1 (Homo sapiens), Q9GZV3; CHT-expressing cells; hits give high values; LV-AA mutant CHT in HEK293 cells; B-score at 10 µM; 0.49% of 310,000 active; AID 488977, 2010;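 active = initial fluorescence not abnormally high and integrated response B-score, plate-corrected, over 3 SD above library mean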
Target sequence (Q9GZV3 whole entry, looked up): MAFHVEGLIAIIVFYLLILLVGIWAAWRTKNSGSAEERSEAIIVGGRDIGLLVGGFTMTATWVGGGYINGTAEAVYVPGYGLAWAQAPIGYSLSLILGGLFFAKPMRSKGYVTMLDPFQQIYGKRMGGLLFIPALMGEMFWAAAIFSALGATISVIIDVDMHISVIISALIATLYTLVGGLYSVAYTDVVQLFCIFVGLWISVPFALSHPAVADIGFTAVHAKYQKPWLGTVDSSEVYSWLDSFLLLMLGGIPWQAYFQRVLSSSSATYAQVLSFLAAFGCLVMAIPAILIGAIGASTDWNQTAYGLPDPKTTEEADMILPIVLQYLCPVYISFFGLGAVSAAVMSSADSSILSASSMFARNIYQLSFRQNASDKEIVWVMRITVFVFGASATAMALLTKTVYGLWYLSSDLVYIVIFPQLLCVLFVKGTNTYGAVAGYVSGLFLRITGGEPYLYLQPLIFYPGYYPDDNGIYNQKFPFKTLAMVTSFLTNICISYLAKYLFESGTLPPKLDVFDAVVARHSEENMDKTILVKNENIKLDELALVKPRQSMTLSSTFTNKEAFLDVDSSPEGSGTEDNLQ
Active calls of the source: *; i = inactive; . = not tested or not shown.

SMILES	OX1R antag-1	OX1R antag-2	CHT PAM
COc1ccc(NC(=O)[C@@H](NS(=O)(=O)c2cccc(Cl)c2)C(C)C)cc1S(=O)(=O)N1CCOCC1	-27	-3	.
O=C(OCCC1Oc2cccnc2NC1=O)c1ccc([N+](=O)[O-])cc1 (stereo unspecified)	-19	11	i
COc1c(O)c(=O)n2c3ccccc3c3ccnc1c32	-5	14	i
C=CCc1cccc(/C=N/NC(=O)CCCNc2ccc(C)cc2)c1O	-12	49	i
O=S(=O)(c1ccccc1F)N1CCN(Cc2cc3c(cc2O)OCO3)CC1	-15	5	.
Cn1c(=O)cc(OCCCC(=O)NCc2ccc(F)cc2Cl)c2ccccc21	-13	20	i
O=C(Nc1ccccc1SCC1CSc2nc3ccccc3c(=O)n21)c1cccc(Cl)c1 (stereo unspecified)	-27	12	i
NC/C(=N\O)c1ccc(Cl)cc1Cl	-16	-4	i
CC(OC(=O)Cn1cnc2ccccc2c1=O)C(=O)N(C)c1ccccc1 (stereo unspecified)	-23	18	i
O=C(OC1CCOC1=O)c1ccc(Cl)c(S(=O)(=O)N2CCCCC2)c1 (stereo unspecified)	-20	6	i
COc1ccc(CN(C)CC(=O)NCC(=O)Nc2c(C)cccc2C)cc1	-12	14	.
CC(C)n1ncc2c(C(=O)Nc3cccc(S(=O)(=O)N(C)C)c3)cc(C3CC3)nc21	-14	10	.
Fc1ccc(CO/N=C2\CCCc3nonc32)cc1	-11	22	i
CCn1c(SCC(=O)N2CCN(S(=O)(=O)c3ccccc3)CC2)nnc1-c1cccs1	-21	15	i
COc1ccc(CCN2CC(C(=O)OCC(=O)NC(C)c3cccc(Cl)c3)CC2=O)cc1OC (stereo unspecified)	-25	-6	.
CN(C)c1ccc(S(=O)(=O)NCC(=O)OCC(=O)c2ccc[nH]2)cc1[N+](=O)[O-]	-11	10	.
COc1ccccc1NC(=O)CCc1nnc2ccc(NCc3ccco3)nn12	-11	7	i
CN1C(=O)c2cccc3c(S(N)(=O)=O)ccc1c23	-20	34	i
Cn1cc([N+](=O)[O-])c(C(=O)N/N=C\c2c[nH]c3ccccc23)n1	-12	31	i
Cc1cc(S(=O)(=O)N2CCCOC2CNC(=O)C(=O)NCc2cccs2)ccc1F (stereo unspecified)	-12	22	i
COc1cnn(-c2ccccc2)c(=O)c1OC	3	43	i
Cc1nc(CS(=O)(=O)c2ccc(Cl)cc2)cc(Sc2ccccc2Cl)n1	-5	20	i
O=c1cc(N2CCCCC2)c(-c2ccccc2)nn1Cc1ccc(Cl)cc1	-32	14	i
CCOC(=O)C1CCN(C(=O)COc2ccc(S(=O)(=O)N3CCOCC3)cc2)CC1	0	-5	i
COc1ccc(-c2oc3ncn(Cc4ccco4)c(=N)c3c2-c2ccc(OC)cc2)cc1	-17	34	i
CC(C)NC(=O)CCCn1c(=S)[nH]c2cc3c(cc2c1=O)OCO3	-6	18	i
CCCCC(=O)c1ccc(O)cc1	7	6	i
CCCCCCCC(=O)NNC(=O)c1c(O)c2ccccc2n(CC)c1=O	-7	12	i
COc1ccc(C(=O)Nc2ccc(N3CCC(C)CC3)cc2)cc1Br	-3	13	i
C[C@H]1CN([C@@H](C)CO)C(=O)c2cccc(NC(=O)C3CC3)c2O[C@H]1CN(C)CC1CCCCC1	-16	8	.
CC(=O)Nc1ccc(S(=O)(=O)N2CCC(N(C)CCC(C)C)CC2)cc1	-12	13	i
COC(=O)c1sccc1NC(=O)c1c(C)c(-c2cccc(Cl)c2)nc2ccccc12	-27	20	i
C#C[C@]1(O)CC[C@H]2[C@@H]3CCC4=C(CCC(=O)C4)[C@H]3CC[C@@]21C	2	13	i
O=S(=O)(Nc1nc2ccccc2nc1N1CCc2ccccc2C1)c1ccc(Br)cc1	-26	16	i
Cc1nn(-c2ccc(Cl)cc2)c2sc(C(=O)N3CCN(c4ccccn4)CC3)cc12	-18	29	i
Cc1nc(NC(=O)COC(=O)C2CC3CCCC(C2)C3=O)c(Cl)cc1Cl (stereo unspecified)	-14	12	.
CCOC(=O)CC(=O)CSc1nc(-c2ccccc2)cc(-c2ccc(Cl)cc2)c1C#N	-22	2	i
CCOC(=O)CN1C(=O)C(O)(C2CCc3ccccc3C2=O)c2ccccc21 (stereo unspecified)	-12	18	i
COc1cccc(C(=O)OCC(=O)c2ccc(Br)s2)c1	-20	11	i
CN(C)S(=O)(=O)c1ccc(C(=O)NCC(=O)N/N=C/c2ccco2)cc1	-5	6	i
Cc1cc(C(=O)Nc2ccc(N3CCCC3)c(Cl)c2)ccc1[N+](=O)[O-]	3	55*	i
COc1ccccc1-n1cc(-c2ccccc2)[nH]c1=S	-7	3	i
CC1CN(c2ncnc3c2oc2ccccc23)CC(C)O1 (stereo unspecified)	-34	17	i
CCOC(=O)c1cnc2c(cnn2C)c1NCCCN(C)C	-8	0	i
O=C1CC(C(=O)N2CCCc3ccccc32)CN1c1ccc(Cl)cc1 (stereo unspecified)	-7	8	i
CC(C)(C)c1cc(OC(=O)c2ccccc2F)ccc1O	-4	6	i
COc1ccc(N(CC(=O)Nc2c(C)n(C)n(-c3ccccc3)c2=O)S(=O)(=O)c2ccc(F)cc2)cc1	-20	4	i
CC[C@@H](C)[C@H](N)C(=O)NC[C@H]1O[C@@H](n2cnc3c(N)ncnc32)[C@H](O)[C@@H]1O	-8	3	.
CC(C)(C)c1ccc(NC(=O)C2CCCN(c3cnccn3)C2)cc1 (stereo unspecified)	-31	17	i
CCN(CC)c1ccc(/C=N/NS(=O)(=O)c2ccc(CNC(C)=O)cc2)cc1	-29	12	i
O=C(CSc1nnnn1-c1ccccc1)Nc1ccc(N2CCOCC2)c(Cl)c1	-26	8	i
CCOc1ccc(C(=O)CCCC(=O)c2ccc(OCC)cc2)cc1	-19	13	i
CN(CC1CCCN(CCc2ccc(F)cc2)C1)C(=O)CCC(N)=O (stereo unspecified)	-28	13	i
O=C(Nc1ccc(Cl)c(Cl)c1)Nc1nnc(-c2ccncc2)s1	-12	8	i
COc1ccccc1N1CCN(S(=O)(=O)c2c[nH]c(=O)[nH]c2=O)CC1	5	5	i
CC(C)CNC(=O)NC1(C(F)(F)F)Oc2ccccc2O1	-15	3	i
C/C(=N\N=C(N)N)c1cccc(Cl)c1	-7	20	i
CCN(Cc1ccccc1)C(=O)C1CCN(Cc2sccc2C)CC1	-28	17	i
CCOC(=O)c1csc(NC(=O)c2ccc(N3C(=O)CCC3=O)cc2)n1	2	6	i
O=C(Nc1ccc2[nH]ncc2c1)c1ccccc1Br	3	6	i
Additional entries
SMILES	OX1R antag-1	OX1R antag-2	CHT PAM
O=C(Nn1cnnc1)c1cc2c(s1)CCCC2	19	3	i
COc1ccc(CC(NC(C)=O)C(=O)NC2CCN(c3nnnn3-c3ccccc3)CC2)cc1 (stereo unspecified)	-15	11	i
CC(C)Cn1cc(C(=O)N2CCC(C)CC2)c2c3ccccc3n(C)c2c1=O	-27	12	i
O=C(O)c1cccc(Nc2nc(Nc3ccccc3)nc(N3CCCC3)n2)c1	-27	21	i
COc1ccc(NC(=O)Cn2c([N+](=O)[O-])cnc2C)cc1Cl	0	5	i
CCc1nnc(NS(=O)(=O)c2ccc(NC(=S)NC(=O)c3ccc(OC)c(OC)c3)cc2)s1	-22	14	i
COc1ccc(S(=O)(=O)NC(C)C(=O)Nc2ccccc2C(F)(F)F)cc1 (stereo unspecified)	1	11	i
Cn1c(=O)n(C)c2cc(NS(=O)(=O)c3ccc(Br)s3)ccc21	-18	15	i
COCC(=O)N(CCc1ccc(OC)cc1)Cc1nc2ccccc2c(=O)[nH]1	-14	12	i
Cc1cccc(C(=O)OCC(=O)Nc2ccc(F)cc2)c1	-16	9	i
O=C(COC(=O)/C=C/c1ccc(C(F)(F)F)cc1)NC1CCS(=O)(=O)C1 (stereo unspecified)	0	13	i
O=C(Nc1c(-c2ccccc2)nc2ccccn12)c1cccc(F)c1	-32	3	i
Cc1nc2ncnn2c(C)c1Cc1ccccc1Cl	-19	8	i
COc1ccc(NC(=O)N2CCCC(CCC(=O)N(C)CCc3ccccn3)C2)cc1 (stereo unspecified)	-6	11	i
CCCCN(CC)C(=O)Cc1ccc(Br)cc1	-24	7	i
COc1ccc2cc(CCNC(=O)c3ccc(S(=O)(=O)N4CCCC4)cc3)c(=O)[nH]c2c1	-16	24	i
CCCCC1(C)OC(=O)C(=Cc2ccc(N(CC)CC)cc2)C(=O)O1 (stereo unspecified)	-4	19	i
Cc1ccc(-n2c(SCc3ccc(C#N)cc3)nnc2-c2ccccn2)cc1	-13	16	i
CC1(CCC(=O)N2CCCC(Nc3ccc(F)cc3)C2)CC1 (stereo unspecified)	-17	8	i
CCN(CC)S(=O)(=O)c1ccc(O)c(C(=O)OCC(=O)NC2CCCC2)c1	-15	-4	i
CCN(C(=O)C(C)OC(=O)CCCNC(=O)c1ccc(Cl)cc1)c1ccccc1 (stereo unspecified)	-27	7	i
CSCC[C@H](NC(=O)OC(C)(C)C)c1nnc(SCC(=O)N(C)C)o1	-18	11	i
COC(=O)CN(c1ccc(C)cc1)S(=O)(=O)c1ccc(F)cc1	-27	7	i
CCCCN1CC(C(=O)NCc2ccc(C)cc2)CC1=O (stereo unspecified)	-15	18	i
CCN(CC(=O)Nc1c(F)cccc1F)C(=O)C1CCN(S(=O)(=O)c2ccc(F)cc2)CC1	-34	11	i
CC(=O)c1cccc(NC(=O)NC2CCCCC2)c1	6	5	i
O=C(O)C1C2CCC(O2)C1C(=O)Nc1ccc(F)c(Cl)c1 (stereo unspecified)	-11	6	i
O=C(CNS(=O)(=O)c1ccc(Br)s1)NCCc1ccc(Cl)cc1	21	21	i
CCOC(=O)C1CCN(C(=O)CN2C(=O)NC3(CCCCC3)C2=O)CC1	-9	-1	.
O=C(O)C1=C[C@H](c2ccc(Br)cc2)C[C@H](OCCCCO)O1	-8	4	i
Cc1c(NC(=O)c2cc3ccccc3o2)c(=O)n(-c2ccccc2)n1C	-11	23	i
O=C(O)c1cc(-c2ccccc2)nn1CC1CC(c2cccc([N+](=O)[O-])c2)=NO1 (stereo unspecified)	-1	11	i
O=C(CC1C(=O)NCCN1Cc1ccc(-c2ccccc2)cc1)NCC1CCOCC1 (stereo unspecified)	-20	9	i
Nn1c(COc2cccc(Br)c2)nnc1SCC(=O)N1CCc2ccccc2C1	-15	10	i
Cc1ccc(C)c(Cn2nnc3c(=O)[nH]c(C4CCCN(C(=O)c5ccco5)C4)nc32)c1 (stereo unspecified)	-43	9	i
CCN(CC(O)Cn1c2ccccc2c2ccccc21)S(=O)(=O)c1ccc(F)cc1 (stereo unspecified)	11	4	i
CCn1c(SCc2ccc(Cl)cc2Cl)nc2nc3c(cc2c1=O)CCCC3	-12	7	i
O=C(CSc1nnc(NC(=O)C2CC(=O)N(c3ccccc3)C2)s1)NCc1ccco1 (stereo unspecified)	-10	10	i
Cc1cccc(OCC(=O)Nc2ccc3c(c2)nc(CCN2CCN(C)CC2)n3C)c1	-15	6	i

Bioassay records deposited in PubChem by several laboratories.
